# From PubChem
# Yeast tox – Compounds toxic to wild-type S. cerevisiae growth; A595 turbidity, 16 h; growth inhibition, % at 25 µM (by protocol); actives 0.3% (n = 30,000); AID 685;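 active = mutant and wild-type yeast strains alike exhibit over 30% growth inhibition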;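 also: 0% = untreated cell controls and 100% = YPD media blanks without cells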
#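 Schedule: 16 h growth with compound, 30 °C. System: yeast, wild-type or eIF2Bepsilon-R284H mutant. Doses: one dose, 25 µM compound[…]. Buffer or medium: YPD. Signal: turbidity measured as absorbance at 595 nm. Read-out basis: growth inhibition (%) versus cell controls and blanks.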
# eIF2B yeast act – modulators of yeast eIF2B activity | actives 0.91% (n = 27,000) | AID 688 | S. cerevisiae eIF2B-epsilon R284H, GCN4-lacZ luminescence | inhibition, % at 25 µM (by protocol);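 active = mutant luminescence inhibited past about 50% while wild type luminescence and mutant growth stay under set limits, limit read from the data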; also: some compounds called inactive have numbers as strong as hits
#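 Times: 16 h growth with compound at 30 °C, 90 min Beta-Glo step; Assay system: yeast eIF2B-epsilon R284H mutant carrying GCN4–beta-galactosidase fusion; Measure: % inhibition of reporter signal and growth versus controls; Dosing: one concentration, 25 µM, 0.25% DMSO; Buffer or medium: YPD yeast growth medium; Measured by: Beta-Glo luminescence plus absorbance at 595 nm.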
# Yeast tox inhibition % – further read-out of Yeast tox, marked with its call; growth inhibition, %; S. cerevisiae eIF2Bepsilon-R284H mutant growth, A595 turbidity, 16 h;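 each compound tested once at 25 µM; 0% equals untreated cells and 100% equals cell-free medium blanks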
# eIF2B yeast act mutant toxicity – second read-out of eIF2B yeast act, no call of its own (marks repeat the call); growth inhibition, %; measured here: mutant yeast growth, toxicity;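 each compound tested once at 25 µM; zero equals untreated control growth and 100 equals blank medium absorbance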
# * = called active by the depositor; . = no result given. These rows are one share of the data, so the mix of outcomes need not match the whole.
# Field names: A = Yeast tox; B = Yeast tox inhibition %; C = eIF2B yeast act; D = eIF2B yeast act mutant toxicity
CCN(CC)S(=O)(=O)c1cccc(C(=O)N[C@H](C(=O)OCC(=O)NC(=O)NC)C(C)C)c1
  A: -2	B: -10	C: 16	D: -10
CCCCC(=O)Nc1ncc(Br)s1
  A: .	B: .	C: 4	D: .
Cc1ccc(OCc2n[nH]c(=S)n2C2CCCCC2)cc1
  A: 27	B: 14	C: 26	D: 14
C=C(C)CSc1nnc(-c2ccc(OC)c(OC)c2)n1N
  A: 15	B: -9	C: 14	D: -9
COc1ccc(S(=O)(=O)N2CCOCC2)c(C)c1C
  A: -3	B: 7	C: 26	D: 7
CCc1nc2ccccc2n1CCC(=O)O
  A: -3	B: -3	C: 29	D: -3
CCNc1nnc(-c2ccc(C)cc2)o1
  A: 14	B: 0	C: 24	D: .
CCc1cccc(CC)c1NC(=O)CSc1nnc(C(C)C)n1CC
  A: 10	B: 26	C: 15	D: 26
CC1CCCN(C(=O)C2CCN(CCCc3ccccc3)CC2)C1 (centres undefined)
  A: 12	B: -3	C: 33	D: -3
CCc1ncc(C(O)c2cccc3ccccc23)n1C (centres undefined)
  A: .	B: .	C: 40	D: .
COc1ccc2cc(C3(C)NC(=O)N(CC(=O)NCc4ccco4)C3=O)ccc2c1 (centres undefined)
  A: 2	B: -3	C: 7	D: -3
Cc1cnc(C(=O)Nc2ccc(C(=O)N(C)C3CCCCC3)cc2)cn1
  A: -4	B: -3	C: 11	D: -3
O=C(O)c1cc(O)ccc1-c1ccc(O)cc1
  A: 6	B: 0	C: -6	D: .
COc1ccc(NC(=O)C2CC(c3cc(OC)c(OC)c(OC)c3)=NO2)cc1OC (centres undefined)
  A: 0	B: 2	C: 6	D: 2
Cc1cccc(CCNS(=O)(=O)c2ccc(S(=O)(=O)NC3CCCC3)cc2)c1
  A: 9	B: 17	C: .	D: .
Cn1ncc(C#N)c1/N=C/N1CCCC1
  A: -3	B: 12	C: .	D: .
CCCCOc1ccc(C(=O)NC)cc1
  A: 11	B: 15	C: 23	D: 15
Cn1ncc(Cl)c1C(=O)Nc1cc(C(F)(F)F)ccc1F
  A: -4	B: 7	C: 0	D: 7
O=C(Cc1ccccc1)Nn1cnc2ccccc21
  A: 10	B: 3	C: 2	D: 3
Cc1cc(OC(C)C)nc(NCc2ccccc2)n1
  A: -17	B: -15	C: 9	D: -15
CC(NC(=O)Nc1ccc(F)cc1F)c1ccncc1 (centres undefined)
  A: 4	B: -8	C: 48	D: -8
CCC1(C)Cc2ccccc2-c2nc(NCCO)n(-c3ccc(C)cc3)c(=O)c21 (centres undefined)
  A: -1	B: 22	C: 22	D: 22
CCc1cc(C(=O)NNC(=S)Nc2cccc(C)c2)cs1
  A: 16	B: -3	C: 16	D: -3
COc1ccc(CNc2ccccc2)cc1Br
  A: -17	B: 8	C: 24	D: 8
COc1cccc(-n2cc3c(=O)n(C)c(=O)n(C)c3c2)c1
  A: 5	B: -7	C: 14	D: -7
CC(C)CNC(=O)CN(C1CCCCC1)S(C)(=O)=O
  A: 5	B: 20	C: 1	D: 20
O=C(Cn1cnc2c(cnn2-c2ccccc2)c1=O)NCc1ccccc1
  A: -5	B: -9	C: 4	D: -9
COc1cccc(C(=O)N2CCN(S(=O)(=O)Cc3ccccc3)CC2)c1
  A: -1	B: -23	C: 23	D: -23
O=S(=O)(NC1CCN(Cc2ccccc2)CC1)c1cccc2cccnc12
  A: 0	B: 3	C: 5	D: 3
Cc1n[nH]c(C)c1S(=O)(=O)N1CCCC(C(=O)N2CCN(c3ccc(Cl)cc3)CC2)C1 (centres undefined)
  A: 11	B: 7	C: 20	D: 7
COC(=O)c1ccc2c(=O)n(Cc3ccc4c(c3)OCO4)c(SCC(=O)N3CCCC3)nc2c1
  A: -12	B: -3	C: -34	D: -3
CCOc1cc(C)c(Cl)cc1S(=O)(=O)N1CCCC1
  A: 12	B: 5	C: -1	D: 5
CC1CCCCC1NC(=O)CN1CCC(O)(c2ccc(F)cc2)CC1 (centres undefined)
  A: -2	B: 2	C: 18	D: 2
COc1ccccc1NS(=O)(=O)c1ccc(NC(=O)CCNC(=O)c2ccco2)cc1
  A: 11	B: -4	C: 25	D: -4
Clc1ccc(CSCCc2ccncc2)cc1
  A: 20	B: 27	C: -10	D: 27
CCOC(=O)c1ccccc1NC(=O)N[C@@H](C)C(=O)OC
  A: 22	B: 5	C: .	D: .
Cc1cc(Cl)ccc1N1C(=O)CC(SCCC(=O)O)C1=O (centres undefined)
  A: 4	B: -6	C: 13	D: -6
CCc1nccn1S(=O)(=O)c1ccc2ccccc2c1
  A: 4	B: -4	C: -22	D: -4
O=C(NCCCn1ccnc1)Nc1cccc2ccccc12
  A: .	B: .	C: -30	D: .
Cc1onc(-c2ccccc2)c1C(=O)NC(CC(=O)O)c1ccc(OC(C)C)cc1 (centres undefined)
  A: -13	B: -21	C: -2	D: -21
COc1ccccc1CC(=O)Nc1ccccc1O
  A: 14	B: 19	C: .	D: .
CON(c1nc(Cl)nc(N(C)C)n1)S(=O)(=O)c1ccccc1Cl
  A: 8	B: 5	C: 40	D: 5
COC(=O)c1ccc(/C=C(\C#N)c2nc3ccccc3s2)cc1
  A: -15	B: -32	C: 22	D: -32
CCOc1ccc(-n2c(N)c(-c3nc4ccccc4[nH]3)sc2=S)cc1
  A: -21	B: 3	C: 19	D: 3
O=C(c1cccc(COCC(F)(F)C(F)F)c1)N1CCN(c2ccccc2)CC1
  A: -9	B: 0	C: 21	D: .
Cn1c(SCC(=O)NCc2ccccc2)nnc1C1CC1
  A: 7	B: 0	C: .	D: .
O=C(Oc1ccccc1)c1c(Cl)cccc1P(=O)(O)O
  A: 23	B: 7	C: 0	D: 7
CCCc1cc(=O)n2[nH]c(NCc3c(Cl)cccc3Cl)nc2n1
  A: 7	B: 7	C: 17	D: 7
COc1cc(CNCCSc2nnnn2C)cc(OC)c1OC
  A: 22	B: -5	C: -13	D: -5
O=C(Nc1nc(-c2ccccn2)cs1)c1ncc(Cl)c(Cl)c1Cl
  A: 24	B: 15	C: .	D: .

# The results go on.
# Field names: A = Yeast tox; B = Yeast tox inhibition %; C = eIF2B yeast act; D = eIF2B yeast act mutant toxicity
Cc1cc(C(F)F)n2nc(C(=O)Nc3ccc(S(=O)(=O)N4CCCC4)cc3)nc2n1
  A: 4	B: 10	C: 19	D: 10
CCOC(=O)c1nn(-c2ccccc2)c(=O)c2c(N)scc12
  A: 12	B: 4	C: -2	D: 4
Cc1c(NC(=O)c2n[nH]c(=O)c3ccccc23)c(=O)n(-c2ccccc2)n1C
  A: 11	B: 18	C: .	D: .
CC(C)C1N(c2ccccc2)C(N)=C(C#N)C1(C#N)C#N (centres undefined)
  A: 9	B: 3	C: 27	D: 3
Cc1ccc(S(=O)(=O)N(C)CC(=O)O/N=C(\N)c2cccc([N+](=O)[O-])c2)cc1
  A: 7	B: 14	C: 6	D: 14
CC1(C)CC(=O)C2=C(C1)Nc1ccccc1NC2c1cccnc1 (centres undefined)
  A: 7	B: 4	C: 22	D: 4
CCCn1c(NCc2cccc(OC)c2O)nc2ccccc21
  A: 22	B: 0	C: 14	D: .
Cc1c(NC(=O)c2cnn3c2NC(c2ccco2)CC3C(F)(F)F)c(=O)n(-c2ccccc2)n1C (centres undefined)
  A: .	B: .	C: -18	D: .
CC(=O)N1CSCC1C(=O)O (centres undefined)
  A: 24	B: -9	C: -18	D: -9
COC(=O)c1ccn(-c2nc(-c3ccco3)cc(C(F)(F)F)n2)n1
  A: 30	B: 13	C: .	D: .
O=C(/C=C/c1c(Cl)cccc1Cl)n1cccn1
  A: 8	B: -7	C: 29	D: -7
O=C(Cc1ccc(F)cc1)NCCc1ccccc1
  A: 15	B: 17	C: .	D: .
COc1ccc(NC(=O)CN(C)S(=O)(=O)c2ccccc2)cc1
  A: 12	B: 18	C: 11	D: 18
CN(C)/C=N/c1sc2c(c1C#N)CC(C)(C)NC2(C)C
  A: .	B: .	C: -16	D: .
CCOC(=O)c1c(C)[nH]c(C)c1C(=O)CSc1nnc(-c2cc(OC)c(OC)c(OC)c2)o1
  A: -52	B: -32	C: -34	D: -32
COCc1nnc(NC(=O)c2ccc(S(=O)(=O)N3CCCCCC3)cc2)o1
  A: 14	B: 10	C: -12	D: 10
CCOC(=O)C1=NNC(C(=O)c2ccc(C)cc2)C1c1ccc(OC)cc1 (centres undefined)
  A: 11	B: 17	C: .	D: .
CCc1nc(N)c(C#N)c(-c2ccc(F)cc2)c1C
  A: 9	B: 6	C: 13	D: 6
Cc1cc(-c2nnco2)c(C)n1-c1ccccc1
  A: 23	B: -2	C: 20	D: -2
O=C(CN(CC1CCCO1)S(=O)(=O)c1ccc(S(=O)(=O)NCC2CCCO2)cc1)Nc1ccccc1 (centres undefined)
  A: 13	B: 3	C: .	D: .
O=C(Cc1cccc2ccccc12)Nc1ccc2oc(-c3ccccc3)nc2c1
  A: 3	B: -3	C: -10	D: -3
N#CC1=C(SCC(=O)NC23CC4CC(CC(C4)C2)C3)NC(=O)C(C#N)C12CCCCC2 (centres undefined)
  A: -1	B: 3	C: 6	D: 3
O=C(Nc1cccc(OC(=O)c2ccco2)c1)c1ccco1
  A: 23	B: 14	C: 39	D: 14
CN(CCC(=O)Nc1ccc(Br)cc1)Cc1ccccc1
  A: 3	B: 7	C: .	D: .
CC(=O)Nc1cc2c(cc1C(=O)c1ccccc1)OCCO2
  A: -3	B: -5	C: 20	D: -5
Cc1ccc(S(=O)(=O)N2CCCC2C(=O)Nc2nc3c(s2)CCCC3)cc1 (centres undefined)
  A: -3	B: -18	C: -8	D: -18
CC(C)CCN1CN(S(=O)(=O)c2cccs2)c2nc3ccccc3nc21
  A: 14	B: -25	C: 19	D: -25
Cc1cccc(C)c1OCc1n[nH]c(=S)o1
  A: 22	B: -16	C: 7	D: -16
CCOC(=O)C(CC)n1cnc2c(nnn2-c2ccc(C)cc2)c1=O (centres undefined)
  A: 22	B: -10	C: 7	D: -10
O=C(c1ccco1)N1CCN(c2ncnc3scc(-c4ccc(F)cc4)c23)CC1
  A: -3	B: -9	C: 10	D: -9
O=c1c(-c2ccco2)[n+]([O-])c2ccccc2n1OCc1ccccc1F
  A: 17	B: 24	C: 7	D: 24
COc1ccc(C(C[N+](=O)[O-])c2c(-c3ccccc3)cc3ccccn23)cc1 (centres undefined)
  A: 9	B: 33	C: -25	D: 33
O=C(Nc1nsc(-c2ccccc2)n1)c1cccs1
  A: 6	B: 27	C: 31	D: 27
CCOc1ccc(S(=O)(=O)N2CCN(C(=O)c3sccc3C)CC2)cc1
  A: 17	B: 9	C: 26	D: 9
O=C(CN1CCN(c2ccccn2)CC1)NC1CCCC1
  A: 5	B: -18	C: 19	D: -18
CN(C)C(=O)Cn1c(SCC(=O)NCc2ccc3c(c2)OCO3)nc2ccccc21
  A: 0	B: -15	C: 24	D: -15
Cc1ccc(S(=O)(=O)CCc2nc3ccccc3s2)cc1
  A: -1	B: 6	C: .	D: .
COc1ccc(C(C)=O)cc1COC(=O)Cn1cnc2ccccc2c1=O
  A: -42	B: -5	C: 12	D: -5

# 12 of these compounds, reformatted:
compound	Yeast tox	Yeast tox inhibition %	eIF2B yeast act	eIF2B yeast act mutant toxicity
CN(CCC(=O)Nc1ccc(Br)cc1)Cc1ccccc1	3	7	.	.
CC(=O)Nc1cc2c(cc1C(=O)c1ccccc1)OCCO2	-3	-5	20	-5
Cc1ccc(S(=O)(=O)N2CCCC2C(=O)Nc2nc3c(s2)CCCC3)cc1 (centres undefined)	-3	-18	-8	-18
CC(C)CCN1CN(S(=O)(=O)c2cccs2)c2nc3ccccc3nc21	14	-25	19	-25
Cc1cccc(C)c1OCc1n[nH]c(=S)o1	22	-16	7	-16
CCOC(=O)C(CC)n1cnc2c(nnn2-c2ccc(C)cc2)c1=O (centres undefined)	22	-10	7	-10
O=C(c1ccco1)N1CCN(c2ncnc3scc(-c4ccc(F)cc4)c23)CC1	-3	-9	10	-9
O=c1c(-c2ccco2)[n+]([O-])c2ccccc2n1OCc1ccccc1F	17	24	7	24
COc1ccc(C(C[N+](=O)[O-])c2c(-c3ccccc3)cc3ccccn23)cc1 (centres undefined)	9	33	-25	33
O=C(Nc1nsc(-c2ccccc2)n1)c1cccs1	6	27	31	27
CCOc1ccc(S(=O)(=O)N2CCN(C(=O)c3sccc3C)CC2)cc1	17	9	26	9
O=C(CN1CCN(c2ccccn2)CC1)NC1CCCC1	5	-18	19	-18

# A section from further up:
# Field names: A = Yeast tox; B = Yeast tox inhibition %; C = eIF2B yeast act; D = eIF2B yeast act mutant toxicity
Cc1ccc(S(=O)(=O)N2CCCC2C(=O)Nc2nc3c(s2)CCCC3)cc1 (centres undefined)
  A: -3	B: -18	C: -8	D: -18
CC(C)CCN1CN(S(=O)(=O)c2cccs2)c2nc3ccccc3nc21
  A: 14	B: -25	C: 19	D: -25
